TrxR1 substrate: rat thioredoxin reductase 1 substrate activity; purified TrxR1 substrate turnover, NADPH consumption readout; Potency, µM (series often up to 114 µM), for inactives: at the highest dose activity change, negative = substrate turnover; 390,000 compounds, 0.01% hits; also: potency is read from the fitted curve at half-maximal effect; % is scaled to controls: 0 for no effect and ±100 for the full control effect; nearly all actives have a fitted effect of over 50% in size
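Rat TrxR1, dispensed at 90 nM, was prereduced with 400 uM NADPH (final) for 5 min at ~22 deg C, then incubated with compound 15 min before 400 uM selenite. A first-read NADPH fluorescence drop versus no-compound background flagged substrates.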
Glioma ERSR ind: ER stress response induction in glioma | Potency, µM, without a hit: at the highest dose activation, hits mostly activators | 420,000 compounds, 0.02% hits | U87-MG GRP78 promoter luciferase reporter, 16 h; also: potency is read from the fitted curve at half-maximal effect; series mostly up to about 76 µM; % of control where 0% means no effect; nearly all actives have a fitted effect of over 35% in size
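ERSR induction read as luciferase luminescence (Bright-Glo, 10 min at room temperature) in stably transfected human U87-MG glioma cells exposed to compounds for 16 h, using GRP78 as sensor.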
PI4K2A inh: inhibitors of human PI4K2A. activity change, negative = inhibition, % at 76.9 µM. purified PI4K2A, ADP-Glo luminescence, 1 h; hits give low values. Q9BTU6. AID 1346378. 420,000 compounds, 0.13% hits; in the data active = activity change below about -50%; inconclusive = mostly about -30% to -49%;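 also: -100% = wells without enzyme as full effect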
Target sequence (Q9BTU6 whole entry, looked up): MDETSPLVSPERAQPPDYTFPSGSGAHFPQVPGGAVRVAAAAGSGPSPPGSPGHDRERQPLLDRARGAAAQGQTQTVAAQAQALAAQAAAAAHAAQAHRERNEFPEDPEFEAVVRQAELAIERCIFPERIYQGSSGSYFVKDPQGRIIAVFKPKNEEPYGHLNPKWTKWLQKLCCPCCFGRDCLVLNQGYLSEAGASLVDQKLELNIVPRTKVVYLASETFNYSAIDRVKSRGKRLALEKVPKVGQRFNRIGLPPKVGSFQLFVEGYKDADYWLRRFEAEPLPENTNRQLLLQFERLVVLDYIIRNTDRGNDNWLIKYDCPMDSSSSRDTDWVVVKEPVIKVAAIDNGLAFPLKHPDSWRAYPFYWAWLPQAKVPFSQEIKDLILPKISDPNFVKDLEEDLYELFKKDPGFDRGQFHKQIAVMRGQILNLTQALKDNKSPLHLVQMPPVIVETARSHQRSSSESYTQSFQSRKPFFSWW
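PI4K2A activity was measured by ADP-Glo luminescence: enzyme (4 ug/mL stock) and phosphatidylinositol (1.2 mM stock) in Tris pH 7.5/MgCl2/EGTA/Triton X-100 buffer were reacted with ATP (300 microM stock) for one hour at ambient temperature.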
mIDH1 inhibitor: blocks human mutant IDH1 R132H enzyme. 390,000 compounds, 0.093% hits. Potency, µM (titrated, usually from 76.6 µM), for the others: top-dose activity change, negative = inhibition, actives largely listed as inhibitors. IDH1-R132H enzyme, NADPH consumption, diaphorase/resazurin fluorescence. O75874; also: potency is read from the fitted curve at half-maximal effect; % is scaled to controls: 0 for no effect and ±100 for the full control effect; nearly all actives have a fitted effect of over 65% in size
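IDH1-R132H (0.5 ug/mL dispensed) in pH 7.5 Tris buffer was preincubated 30 min with compound, then given a substrate mix of 0.016 mM NADPH and 2 mM alpha-KG for 80 min at room temperature; remaining NADPH was read by diaphorase/resazurin fluorescence.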
Vif-APOBEC3F blk: blocks the Vif interaction with APOBEC3F | HeLa A3F-eYFP + Vif (tagged APOBEC3F with the HIV-1 protein that degrades it), YFP fluorescence increase | Potency, µM (titrated, usually from 46.1 µM), for the others: at the top dose activity, negative = active | 390,000 compounds, 0.2% hits; also: potency is read from the fitted curve at half-maximal effect; % of control where 0% means no effect; nearly all actives have a fitted effect of over 65% in size
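HeLa cells stably expressing A3F-eYFP plus Vif, plated and incubated overnight at 37 deg C, then exposed to compounds overnight at 37 deg C. Blocked degradation read as raised yellow fluorescence (Ex 488/Em 500-530).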
Vif-APOBEC3G blk: inhibitors of Vif-APOBEC3G interaction; Q9HC16; HeLa A3G-eYFP + Vif (tagged APOBEC3G with the HIV-1 protein that degrades it), YFP fluorescence, overnight; Potency, µM (highest dose often 46.1 µM), for inactives: at the top dose activity, negative = active, hits mostly inhibitors; 410,000 compounds, 0.076% hits;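 also: potency is read from the fitted curve at half-maximal effect; % is scaled to controls: 0 for no effect and ±100 for the full control effect; nearly all actives have a fitted effect of over 60% in size; hits raise eYFP signal because A3G escapes Vif-driven loss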
Target sequence (Q9HC16 whole entry, looked up): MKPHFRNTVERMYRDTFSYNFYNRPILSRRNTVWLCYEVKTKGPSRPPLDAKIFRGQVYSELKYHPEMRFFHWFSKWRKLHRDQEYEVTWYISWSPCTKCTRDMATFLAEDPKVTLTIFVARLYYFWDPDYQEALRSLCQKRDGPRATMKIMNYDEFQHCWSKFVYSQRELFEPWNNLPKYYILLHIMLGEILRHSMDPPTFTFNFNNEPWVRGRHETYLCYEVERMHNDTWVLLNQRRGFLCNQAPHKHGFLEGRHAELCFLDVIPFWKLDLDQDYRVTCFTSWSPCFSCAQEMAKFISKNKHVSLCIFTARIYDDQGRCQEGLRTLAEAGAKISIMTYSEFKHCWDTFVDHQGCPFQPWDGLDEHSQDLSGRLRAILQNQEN
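Read-out is eYFP fluorescence (Ex 488/Em 500-530) from Vif-expressing HeLa A3G-eYFP cells; more signal means A3G escaped Vif-mediated degradation. Cells plated overnight, compound pinned in, incubated overnight at 37 deg C.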
USP1 inh: inhibitors of human USP1/UAF1 deubiquitinase. O94782. recombinant USP1/UAF1, Ub-Rhodamine cleavage fluorescence. Potency, µM (series often up to 57.1 µM), for the others: at the top dose activity change, negative = inhibition, actives largely listed as inhibitors. 390,000 compounds, 0.23% hits; also: potency is read from the fitted curve at half-maximal effect; % is scaled to controls: 0 for no effect and ±100 for the full control effect; nearly all actives have a fitted effect of over 60% in size; inactives centre near -12
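1 nM enzyme complex + cpd, 15 min RT; start with Ub-Rho 150nM final; kinetic fluorescence ex 480/em 540, 6 reads q60 s. Buffer 50mM HEPES pH 7.8, 0.5mM EDTA, 0.1 mg/ml BSA, 1mM TCEP, 0.01% Tween-20.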
LDHA inh: blocks human lactate dehydrogenase A | P00338 | activity change, % (values are at about 110 or 230 µM) | 480,000 compounds, 0.15% hits | purified LDHA, NADH/diaphorase-resazurin fluorescence; hits give low values | AID 1347041; in the data active = activity change below about -30%; inconclusive = mostly about -25% to -30%;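 also: plate controls were DMSO wells for no effect and wells without enzyme for full effect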
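Remaining NADH was detected by diaphorase (0.133 mg/mL) converting 37 µM resazurin to fluorescent resorufin, read at 0 and 20 minutes. The preceding 5-minute room-temperature reaction used 2 nM LDHA, 0.2 mM sodium pyruvate and 0.06 mM NADH at pH 7.4.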
RXFP1 agonist: activates the human relaxin receptor RXFP1; HEK293T-RXFP1 cAMP TR-FRET, 30 min; response scale: percent of porcine relaxin response, buffer zero; Potency, µM (doses to about 57.5 µM), without a hit: at the highest dose activation, hits mostly activators; 370,000 compounds, 0.3% hits; also: potency is read from the fitted curve at half-maximal effect; % is scaled to controls: 0 for no effect and ±100 for the full control effect; nearly all actives have a fitted effect of over 60% in size; many of its hits are not listed in these tables
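cAMP rise read by TR-FRET after 30 min, 37C compound exposure (up to 58 uM) in RXFP1-transfected HEK293 cells with Ro 20174 present. EC50 from Hill-equation fits, with 29 nM porcine relaxin as 100% and buffer as basal.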
An asterisk follows results filed as active; ? = inconclusive; nt = not tested or not shown; & = joins results of further samples; [ ] = remark or other dose. Unless noted, calls follow the shape of the dose curve; as a rule, active = well fitted curve in the direction sought with a large enough effect; inconclusive = small, poorly fitted or top-dose-only effect, or another doubt; inactive = no such curve, though single readings can be large; an effect the other way counts as inactive or inconclusive. An excerpt. The share of hits here may be higher or lower than overall.

SMILES	TrxR1 substrate	Glioma ERSR ind	PI4K2A inh	mIDH1 inhibitor	Vif-APOBEC3F blk	Vif-APOBEC3G blk	USP1 inh	LDHA inh	RXFP1 agonist
CC(C)CNC(=O)N[C@@H](CC(C)C)C(=O)O	1%	-6%	9	-4%	2%	0%	-18%	-15	-1.1%
COc1ccc(C(=O)CSc2nnc(-c3cc(C)cc(C)c3)o2)cc1	8%	-4%	-1	-2%	5%	2%	-19%	-2	2.7%
CCCSc1ccc([C@@H]2[C@H]3C(=O)N(CC)C(=O)[C@H]3[C@]3(C(=O)OC)CCCN23)cc1	7%[57.1 µM]	-4%	-4	-12%	0%	0%	-19%	-3	-0.1%
CC1(C(=O)Nc2ccc3c(c2)OCCO3)CCC(=O)N1C1CCN(Cc2ccccc2)CC1 (centres undefined)	nt	-3%	-3	nt	nt	-2%	nt	-7	nt
COC(=O)CCCC1=CC2=CC(=O)C(C)(OC(=O)C3CCCC3)C(=O)C2=CO1 (centres undefined)	-7%	-4%	-23	-4%	4%	-1%	?	7	0.3%
COc1cccc(CN(C)C(=O)c2ccc(COc3ccc(Cl)cc3)cc2)c1OC	-3%[57.1 µM]	-2%	-2	7%	-3%	5%	-24%	2	-1.9%
O=C(CN1CCN(Cc2ccccc2)CC1)N/N=C/c1cccs1	-14%	1%	0	-4%	0%	4%	-3%	-2	1.1%
Cc1cccc(OCC(=O)NCCCNC(=O)c2ccc(C)nc2)c1	0%	2%	-7	16%	-8%	-3%	10%	-5	0.8%
COCCNC(=O)CCn1c(=O)c2cc(OC)c(OC)cc2n(CC(=O)Nc2ccccc2OC)c1=O	1%[2.29 µM]	-4%	-4	0%	-1%	0%	-12%	0	?
CC(Oc1cccc(Cl)c1)C(=O)Nc1nc(-c2ccccn2)cs1 (centres undefined)	-2%[57.1 µM]	-5%	-4	8%	?	?	-25%	5	0.0%
Cc1c(C(=O)NCc2ccc3c(c2)OCCO3)sc(=O)n1Cc1cccc(C(F)(F)F)c1	nt	-1%	5	nt	nt	2%	nt	-1	nt
Cc1ccc(NC(=O)CSc2nnc(-c3cccnc3)s2)cc1	-7%	-3%	-1	3%	1%	0%	-19%	2	6.2%
Cc1ccc(OC(C)C(=O)Nc2ccncc2)cc1C (centres undefined)	-7%	-3%	3	1%	-1%	12%	1%	-9	0.8%
O=C(CCN1CCC(c2cccs2)=N1)c1cccs1	0%	2%	-2	8%	4%	-12%	-18%	2	0.8%
CCCCn1c(N)c(C(=S)NC(=O)CC(C)(C)C)c(=O)n(C)c1=O	-6%	-6%	7	-20%	-9%	-4%	-1%	2	0.2%
CN(CCc1ccccn1)C(=O)CC1C(=O)NCCN1Cc1ccccc1C(F)(F)F (centres undefined)	-8%[57.1 µM]	-4%	3	1%	-2%	0%	-19%	-1	1.1%
CCCCOc1ccc(C(=O)NCc2ccncc2)cc1	6%	-2%	1	1%	-5%	3%	-13%	-6	-2.5%
O=[N+]([O-])c1cccc(/C=N\N2CCN(Cc3ccccc3Cl)CC2)c1	-15%	5%	3	3%	2%	0%	-10%	0	0.7%
CCN(CC)c1nc2n(c(=O)n1)CCN2CC	-5%	-3%	3	3%	2%	0%	-19%	-2	-2.0%
C[C@H]1CN=C(Nc2ccccc2)N1CCc1ccccc1	5%	-2%	0	-3%	-9%	-1%	?	-2	1.4%
Cc1cccc(C(=O)Nc2sc(C)c(-c3ccccc3)c2C#N)c1	42%[activator]	-6%	0	5%	-2%	2%	-18%	-1	2.5%
NNC(=O)CCS(=O)(=O)c1ccc2ccccc2c1	-4%	-3%	-5	-3%	-28%	1%	-18%	-5	-0.6%
O=c1nc2c(-c3cccc(Br)c3)n[nH]n2c2ccccc12	5%	-3%	-2	18%	-12%	-5%	-5%	-4	1.7%
C/C(=N\NC(=O)c1csc(C)c1C)c1ccc(C)s1	-8%	4%	-1	6%	5%	1%	-6%	-9	1.5%
CCC1CCCCN1CCCNC(=O)C1CCC(=O)N1Cc1ccc(C)cc1 (centres undefined)	-9%	1%	3	12%	-16%	-5%	-3%	-5	2.2%
Cc1nc(SCC(=O)NCCc2ccccc2)c2oc3ccccc3c2n1	0%	-3%	-1	5%	-3%	0%	2%	-4	3.5%
CCN(C(=O)/C=C/c1cc(OC)c(OC)c(OC)c1)C1CCCCC1	-2%	1%	12	4%	-13%	-6%	-17%	-3	-1.4%
O=C(c1ccc(NS(=O)(=O)c2cccs2)cc1)N1CCCCC1	20%[57.1 µM]	-4%	0	11%	-3%	0%	-15%	2	0.6%
C/C(=N\NC(=O)c1[nH]c2c([N+](=O)[O-])cc(C)cc2c1-c1ccccc1)c1cccnc1	-7%	0%	2	7%	0%	-4%	?	-5	-0.4%
C=CCOc1cccc(C2C(C(=O)c3ccco3)=C(O)C(=O)N2CCN(CC)CC)c1 (centres undefined)	-12%	-3%	-6	13%	nt	-4%	-8%	0	0.2%
Clc1ccc(SCCn2ccnc2)cc1	8%	-2%	-15	0%	nt	-4%	2%	?	1.2%
c1ccc(CN2CCC(N3CCC(N4CCCCCC4)CC3)CC2)cc1	-4%	-4%	0	20%	-5%	2%	-24%	-24	0.4%
O=C(O)c1ccc(/C=C2/SC(=S)N(Cc3ccccc3)C2=O)cc1	-8%	-4%	5	0%	1%	-5%	-27%	-5	2.5%
O=C(CNC(=O)C1CCCCC1)OCC(=O)c1cccc(Cl)c1	8%[0.0914 µM]	0%&-3%	4	-5%	8%	-4%&0%	-8%	-16&-4	nt
COc1ccc(Cc2nc(-c3ccccn3)no2)cc1OC	3%	3%	5	-7%	?	-1%	6%	-1	2.6%
C=CCNC(=O)c1cc2sccc2n1C	-7%	-1%	5	-11%	-8%	-6%	-7%	-6	-2.9%
O=[N+]([O-])c1ccc(COc2ccccc2/C=N/O)cc1	-5%	0%	20	2%	10%	-3%	-19%	-5	1.0%
CCN1CCN(c2ncc3c(n2)CCN(Cc2ccc(OC(C)C)cc2)C3)CC1	10%[57.1 µM]	-1%	-1	-12%	5%	2%	-10%	5	1.6%
Cc1ccc(/C(N)=N/OC(=O)N2c3ccccc3Sc3ccccc32)cc1	-8%[57.1 µM]	-3%	-5	-8%	-10%	-4%	-24%	3	nt
COc1ccc(C2=NC(C)(C)Cc3cc(OC)c(OC)cc32)cc1OC	-9%	-2%	0	2%	-14%	2%	-19%	-6	0.6%
Cc1ccc(S(=O)(=O)NCCCCCC(=O)Nc2nccs2)cc1	0%	1%	-1	8%	2%	2%	-3%	-3	0.2%
O=C(Cc1ccccc1)NNC(=O)c1cccs1	8%[57.1 µM]	-1%	-2	6%	4%	-1%	-18%	1	1.9%
Cc1ccnc2nc(C(=O)OCC(=O)NCCc3ccc(Cl)cc3)nn12	-6%	1%	-1	1%	-10%	1%	-14%	-11	3.7%
CS(=O)(=O)N(Cc1ccccc1)c1ccc(C(=O)Nc2ccccc2Sc2ccccc2)cc1	-2%	-6%	-5	-2%	-2%	0%	-21%	-14	2.2%
CC(=O)c1c(C)[nH]c(C(=O)OCC(=O)c2ccc3c(c2)NC(=O)CO3)c1C	-3%	-4%	-23	-9%	-1%	0%	-28%	-2	nt
COc1ccc(C)cc1NC(=O)CSc1nnc(-c2ccc(C)cc2)o1	5%	2%	-2	11%	-1%	-2%	0%	-5	0.1%
C=CCS(=O)(=O)N1CCC(CCOc2ccccc2)(C(=O)OCC)CC1	-1%	0%	-3	-4%	-6%	1%	-24%	-1	-2.5%
CSCc1c(C(=O)OCC(=O)NC2CCCCC2)oc2ccccc12	-3%	-1%	-2	-11%	-5%	-2%	-2%	-2	-2.1%
CC(C)c1ccccc1NC(=O)COC(=O)c1ccc(Cl)c(S(=O)(=O)N2CCCCCC2)c1	-4%	-3%	1	-2%	4%	-4%	-10%	3	0.9%
CC(=O)N1CCCC(C)(C(=O)Nc2cccc(OC(C)C)c2)C1 (centres undefined)	nt	-1%	4	nt	nt	4%	nt	-8	nt
CC1CCCN(C(=O)COC(=O)c2cc([N+](=O)[O-])ccc2N2CCOCC2)C1 (centres undefined)	-14%	0%	-3	-6%	-6%	1%	-1%	-16	0.9%
Cc1onc(-c2c(F)cccc2Cl)c1C(=O)Nc1ccc(Cl)c(S(=O)(=O)N(C)C)c1	-4%	-1%	0	-11%	0%	2%	-9%	-2	0.3%
CCOc1ccc(C(=O)CN2CCN(S(=O)(=O)c3ccc(Cl)cc3)CC2)cc1	-8%[57.1 µM]	-1%	-2	8%	5%	1%	-28%	5	0.0%
COc1cccc(NC(=O)CSc2nc(O)c(C)c(=O)n2-c2ccc(C)cc2)c1	-2%[57.1 µM]	-6%	-4	-3%	-1%	0%	-4%	-7	-0.3%
C[C@@H]1CN([C@H](C)CO)S(=O)(=O)c2ccc(Br)cc2O[C@H]1CN(C)C(=O)C1CCCCC1	nt	-5%	-14	8%	-1%	-6%	-22%	3	nt
Fc1ccc(-c2cn(-c3ccccc3)c3[n+]2CCS3)cc1	-2%	-1%	-1	1%	10%	1%	-4%	-4	3.8%

Source: PubChem (National Center for Advancing Translational Sciences (NCATS))
